# High-throughput results deposited in PubChem by Broad Institute.
# CD40 NFkB inh: CD40 pathway inhibition in BL2 cells; BL2 NF-kB luciferase reporter, CD40L-induced, 4 h; inhibition, % at 10 µM; 83,000 tested, 0.94% active;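 active means mean inhibition of at least 50% with a set share of replicates also reaching that level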;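 further: 0% = neutral control wells and 100% = IKK inhibitor VII at 50 µM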
# Numbers without * were called inactive; & = joins results of further samples; [ ] = another dose, or the depositor's remark.
SMILES,CD40 NFkB inh
c1ccc2oc(C3=NCCN3)cc2c1,6[25 µM]
COc1ccc(C(=O)N2CCOC2CNC(=O)C(=O)NCc2ccccn2)cc1 (stereo unspecified),0
CCCC#Cc1ccc2c(c1)O[C@H](CN(C)C(=O)CC)[C@H](C)CN([C@H](C)CO)S2(=O)=O,15[25 µM]
O=C(CN1CCOCC1)N1CC[C@@H]2[C@H]1c1cc(-c3ccccc3F)ccc1N[C@@H]2CO,-35[25 µM]
COc1ccccc1NC(=O)N1CCCCN2[C@H](CO)[C@@H](c3ccc(-c4cccc(C#N)c4)cc3)[C@@H]2C1,32[25 µM]
CC1CCC2(CC1)NC(=O)N(CC(=O)Nc1ccc3c(c1)OCCO3)C2=O (stereo unspecified),-37
O=C(COC(=O)/C=C/c1cccc(F)c1)NC1CCCCCC1,0
C[N+]1(CCOS(=O)C23CC4CC(CC(C4)C2)C3)CCOCC1 (stereo unspecified),6
CCCCC(=O)OCC(=O)Nc1ccc(C)c(F)c1,-11
CCCc1ncc(CN2CCCC(C(=O)Nc3ccc(-c4cccc(OC)c4)cc3)C2)cn1 (stereo unspecified),-78
CN(C)C(=O)c1cccc(-c2ccc([C@@H]3[C@H](CO)N4CCCCN(CC5CCOCC5)C[C@@H]34)cc2)c1,-6[25 µM]
COc1ccc(-c2ccc(=O)[nH]n2)cc1,5
COCCNc1nc(NCCN2CCNC2=O)c2sc(-c3ccccc3)cc2n1,-18
CCC(C)[C@H](NC(=O)NCc1ccc(OC)c(OC)c1)C(=O)O (stereo partly specified),7
CCOC(=O)CNC(=O)Cc1ccc(OC)cc1,9
O=C(Cc1ccccc1[N+](=O)[O-])Nc1ccccc1C(=O)N1CCOCC1,-3
C[C@@H]1CN([C@@H](C)CO)C(=O)Cc2cc(NC(=O)C3CC3)ccc2O[C@H]1CN(C)S(=O)(=O)c1cn(C)cn1,5[25 µM]
CCN(CC(=O)NCc1cccs1)CC(=O)Nc1cccc(S(N)(=O)=O)c1,5
O=C(C[n+]1cn(C(F)F)c2ccccc21)c1ccc(OC(F)F)cc1,10
Cc1ccc(CONS(=O)(=O)c2cc(C)ccc2C)cc1,3
CCOC(=O)c1c(C)nc2c(C#N)cnn2c1C,3
COc1cc(C2C(C(C)=O)=C(O)C(=O)N2c2ccc(C)cc2)ccc1O (stereo unspecified),-76
COc1cc(OC)c(C(=O)OCC(=O)Nc2c(C)n(C)n(-c3ccccc3)c2=O)cc1OC,10
CSC1=NCCCN1C(=O)c1c(-c2ccccc2Cl)noc1C,6
CCCNS(=O)(=O)c1ccc(CCC(=O)N2CCN(c3ccc(OC)cc3)CC2)cc1,9
O=C(Nc1ncnc2c1CCC2)C12CC3CC(CC(C3)C1)C2,8
CCC(=O)N1[C@H](CO)[C@@H](c2ccccc2)C12CN(C(=O)c1ccncc1)C2,-7[25 µM]
CN(CC1CCOCC1)C(=O)CC1C(=O)NCCN1Cc1cccc(Oc2ccccc2)c1 (stereo unspecified),41
C[C@H]1CN(C)C(=O)Cc2cc(N(C)C)ccc2O[C@H]1CN(C)S(C)(=O)=O,5
COc1cc(-c2nc(CN(C)C(C)c3ccncn3)c(C)o2)ccc1F (stereo unspecified),3
CCC(=O)N1CC(=O)N2[C@H](CO)[C@@H](c3ccc(-c4ccc(C#N)cc4)cc3)[C@H]2C1,-11[25 µM]
Cc1ccccc1-c1nnc(SCC(=O)N(C)c2c(N)n(Cc3ccccc3)c(=O)[nH]c2=O)n1C,2
N#C[C@H]1[C@@H](c2ccccc2-c2ccccc2F)[C@H](CO)N1C(=O)C1CC1,24[25 µM]
CC(C)CC(=O)CC1(O)C(=O)Nc2ccccc21 (stereo unspecified),-13
Cc1cccn2c(CNCCCOc3cccnc3)c(C(=O)N3CCOCC3)nc12,3
CCOc1ccc(-c2cc(CCCC(=O)NCc3ccco3)no2)cc1,-53
N#C[C@H]1[C@@H](c2ccc(C#CC3CCCC3)cc2)[C@H](CO)N1C(=O)c1cccc(F)c1,22
CC(=O)N(C)C[C@H]1Oc2ccccc2C(=O)N(C)C[C@H]1C,-2
CCN(CC(=O)Nc1ccc(NC(C)=O)cc1)C(=O)CN1C(=O)NC(C)(c2ccc3ccccc3c2)C1=O (stereo unspecified),-4
Cc1ccccc1OCC(=O)Nc1ccc2c(c1)C(=O)c1ccccc1C2=O,-9
COC(=O)CSC(=S)N1C(C)CCCC1C (stereo unspecified),-4
C[C@@H]1CN([C@H](C)CO)C(=O)CCCn2cc(nn2)CO[C@H]1CN(C)Cc1ccccc1,4[25 µM]
Cc1cc(C)n2c(SCc3ccc(C#N)cc3)nnc2n1,7
COc1cccc(NC(=O)C[C@@H]2CC[C@@H]3[C@H](COc4ccc(NS(=O)(=O)c5cccc(F)c5)cc4C(=O)N3C)O2)c1,1[25 µM]
Cc1cc2nc(CN(C)Cc3c(C(=O)N(C)C)nc4ccc(Cl)cn34)[nH]c2cc1C,17
COc1cccc(S(=O)(=O)Nc2ccc3c(c2)C(=O)N(C)[C@@H]2CC[C@H](CC(=O)NCC4CCCCC4)O[C@H]2CO3)c1,-4[25 µM]
CN1C[C@@H](O)COC[C@H]2O[C@H](CC(=O)NC3CCCC3)CC[C@@H]21,-14[25 µM]
COc1ccc2nc(N3C(=O)C(O)=C(C(=O)c4ccco4)C3c3ccco3)sc2c1 (stereo unspecified),-1
CN(CCN1CCOCC1)Cc1nc(-c2cccs2)no1,4
CCCCC(CC)C(=O)Nc1ccc(Cl)cn1 (stereo unspecified),30
O=C(Nc1ccccn1)c1cccc(S(=O)(=O)N2CCOCC2)c1,-6
O=C(c1cccnc1)c1cccnc1,8
CCOc1ccc(NC(=O)CN2C(=O)NC(CCc3ccccc3)C2=O)cc1OCC (stereo unspecified),3
O=C(Nc1cccc(S(=O)(=O)N2CCCC2)c1)c1ccc2ccccc2n1,7
COc1cc(NC2c3ccccc3C(=O)N2Cc2ccccc2)cc(OC)c1OC (stereo unspecified),14
CC(Oc1ccc(Cl)cc1Cl)C(=O)NNC(=O)c1ccncc1 (stereo unspecified),7
O=C(c1ccc2c(c1)OCCO2)N1CCN(Cc2ccccc2)CC1,-15
COc1ccc(NC(=O)CN(C)C(=O)CCCNC(=O)c2ccc(Cl)cc2)cc1,-5
Cc1[nH]c2ccccc2c1/C=N/Nc1nncn1N,-98
O=C(Nc1ccccc1)c1cc(S(=O)(=O)NCc2ccncc2)ccc1Cl,18

# Taken from the listing for reference:
SMILES,CD40 NFkB inh
O=C(c1ccc2c(c1)OCCO2)N1CCN(Cc2ccccc2)CC1,-15
COc1ccc(NC(=O)CN(C)C(=O)CCCNC(=O)c2ccc(Cl)cc2)cc1,-5
Cc1[nH]c2ccccc2c1/C=N/Nc1nncn1N,-98
O=C(Nc1ccccc1)c1cc(S(=O)(=O)NCc2ccncc2)ccc1Cl,18

# Continued:
SMILES,CD40 NFkB inh
CCN(CC)C(=O)CN(c1cccc(C(F)(F)F)c1)S(C)(=O)=O,10
COc1cccc(C(=O)c2c[nH]c(C(=O)NCc3ccco3)c2)c1,-25
COc1ccc(-c2ccccc2[C@H]2[C@@H](CO)N(C(=O)NC(C)C)[C@H]2C#N)cc1,13[25 µM]
COc1ccccc1CCN1CCCC(CN(C)C(=O)c2ccc3nc[nH]c3c2)C1 (stereo unspecified),2
Cc1ccc(S(=O)(=O)N2CCN(C(=O)COC(=O)c3ncc(Cl)c(Cl)c3Cl)CC2)c(C)c1,2
COc1ccccc1C(=O)N/C(=N/c1nc(C)cc(C)n1)Nc1ccccc1,4
Cc1cc(N2CCN(C(=O)c3ccco3)CC2)n2ncc(-c3ccccc3)c2n1,-77
COc1ccc(S(=O)(=O)N(C)c2ccc(C(=O)NCc3ccco3)cc2)cc1,-2
COc1ccccc1CNC(=O)C1(C)Oc2cccnc2NC1=O (stereo unspecified),11
O=C(CCCOc1ccccc1)Nc1cccnc1,-9
COc1ccc(-c2ccc3c(c2)[C@@H]2[C@@H](CCN2C(=O)c2ccncc2)[C@@H](CO)N3C)cc1,-11[25 µM]
Cc1sc2nc(CSCC(=O)N(CCC#N)c3ccccc3)[nH]c(=O)c2c1C,8
O=C(/C=C/c1ccc(O)c(O)c1)OCCc1ccccc1,6[25 µM]
O=C(C[C@@H]1C[C@H]2c3cc(NS(=O)(=O)c4ccccc4)ccc3O[C@H]2[C@@H](CO)O1)N1CCOCC1,4[25 µM]
CN(C)c1ccc(C(=O)NCC(c2cccs2)N2CCOCC2)cc1 (stereo unspecified),-15
O=C(Cn1c(C(=O)N2CCc3ccccc3C2)cc2sccc21)c1ccccc1,4
Cc1cc(CNC(=O)c2cc(Br)ccc2Cl)nn1C,15
CCN(CC(=O)NCc1cccs1)C(=O)CCCOc1ccc(C(C)(C)C)cc1,1
CCCCN(C)S(=O)(=O)c1cc2c(cc1Br)CCN2C(=O)C1CC1,10
O=S(=O)(c1cccc(F)c1)N1[C@@H]2CNC[C@H]1C2c1ccc(-c2cccc(F)c2)cc1 (stereo partly specified),-7&0

# A different layout for 2 compounds above.
structure	CD40 NFkB inh
Cc1ccc(S(=O)(=O)N2CCN(C(=O)COC(=O)c3ncc(Cl)c(Cl)c3Cl)CC2)c(C)c1	2
COc1ccccc1C(=O)N/C(=N/c1nc(C)cc(C)n1)Nc1ccccc1	4

# Following part.
SMILES,CD40 NFkB inh
CCN1CCN(C(=O)Cn2ncc3c2-c2ccccc2OC3)CC1,10
CC(C)NC(=O)Nc1cccc2c1O[C@@H](CN(C)S(C)(=O)=O)[C@H](C)CN(C)C2=O,0
Cc1cc(C)n2nc(SCC(=O)N(CCC#N)c3ccccc3F)nc2n1,0
C=C(C)c1cccc(C(C)(C)NC(=O)N2CCN(c3ncccn3)CC2)c1,-4
CSc1nc(N2CCOCC2)c2sccc2n1,3
O=C(COC(=O)c1ccc(S(=O)(=O)N2CCCCC2)cc1)NCc1ccco1,7
CN(C)CCC(=O)c1ccc(Cl)cc1,23
CC(=O)Nc1ccc(N=Nc2ccccc2)cc1[N+](=O)[O-],-82
O=C(Cc1ccncc1)NCC[C@@H]1CC[C@H](NC(=O)C2CCCC2)[C@H](CO)O1,7
Cc1nnc(NC(=O)c2ccc(S(=O)(=O)N3CCCCCC3)cc2)o1,-1
O=C(COc1ccc(C(=O)c2ccccc2)cc1)NC1CCCCCC1,15
COc1ccccc1S(=O)(=O)Nc1ccc(-c2nnc3n2CCCCC3)cc1,3
Cc1ccc(-c2nc(SC(C)C(=O)c3c(N)n(C)c(=O)n(C)c3=O)n[nH]2)cc1 (stereo unspecified),-3
N#Cc1ccc(CSC2=NCCN2)cc1,-2
Cc1nn(-c2ccccc2)c(C)c1C(=O)OCC(=O)N(C)C1CCS(=O)(=O)C1 (stereo unspecified),-48
COc1ccc(CC(=O)OCC(=O)NCc2ccc3c(c2)OCO3)cc1OC,6
CCN1CCN(S(=O)(=O)Cc2ccccc2Cl)CC1,6
COCCN1Cc2cccc(C(=O)NCCCN3CCCC3=O)c2C1=O,11
CN(CCc1ccccc1)C(=O)CCc1nnc(Cc2ccc3c(c2)OCO3)o1,-20
CC(NC(=O)C12CC3CC(CC(C3)C1)C2)c1ccc2c(c1)OCCO2 (stereo unspecified),5

# Arranged by the number under CD40 NFkB inh (highest first): 5 from the list above
compound,CD40 NFkB inh
O=C(Nc1ccccc1)c1cc(S(=O)(=O)NCc2ccncc2)ccc1Cl,18
Cc1sc2nc(CSCC(=O)N(CCC#N)c3ccccc3)[nH]c(=O)c2c1C,8
O=C(COC(=O)c1ccc(S(=O)(=O)N2CCCCC2)cc1)NCc1ccco1,7
CSC1=NCCCN1C(=O)c1c(-c2ccccc2Cl)noc1C,6
CC(C)NC(=O)Nc1cccc2c1O[C@@H](CN(C)S(C)(=O)=O)[C@H](C)CN(C)C2=O,0

# Next results.
SMILES,CD40 NFkB inh
O=C(CCNC(=O)c1ccc(Cl)cc1)Nc1cc(C(F)(F)F)ccc1N1CCOCC1,7
O=C(CCNS(=O)(=O)c1ccccc1)OCC(=O)c1ccc(Br)cc1,20
O=C(c1ccccc1)N1CCCN(c2nccc(C(F)(F)F)n2)CC1,11
CCN(CC)c1ccc(C(=O)OCC(=O)N(C(C)C)C(C)C)cc1,10
N#CC(=C1C=CC(=NO)C(Cl)=C1)c1ccc(Cl)cc1,20
C[C@@H]1CN([C@@H](C)CO)C(=O)c2c(c3ccccc3n2C)-c2ccccc2CO[C@H]1CN(C)C(=O)c1ccccc1,15
Cc1cc(C)c(C)c(S(=O)(=O)Nc2ccc3cn[nH]c3c2)c1C,12
COc1ccc(Nc2cc(C)nc(N3CCOCC3)n2)cc1,-21
O=C(COC(=O)CCC(=O)c1ccc(F)cc1)Nc1ccc(Cl)cn1,1
COc1ccc(NC(=O)CSCC(=O)Nc2cccc(S(=O)(=O)N3CCCCCC3)c2)cc1,5
COc1cccc(C(=O)C2CCCN(Cc3cccc(-n4cccn4)c3)C2)c1 (stereo unspecified),7
CCOC(=O)C1=C(CN2CCc3ccccc32)NC(=O)NC1c1cc(C)ccc1C (stereo unspecified),24
CN(Cc1ccco1)C(=O)CSc1nc(C2CC2)n(-c2ccccc2)n1,2
CC(C)Nc1nnc(SC(C)C(=O)Nc2ccc(N3CCOCC3)cc2)s1 (stereo unspecified),9
COc1ccc(-n2nnc3c(=O)n(C/C=C/c4ccccc4)cnc32)cc1,3

# The list is partial; rates above refer to the full screens.
